# B2AR arrestin = agonists driving beta-arrestin recruitment to human beta2-adrenergic receptor; Potency, µM (top dose mostly 46.1 µM), for inactives: at the top dose activation, usual class: activators; beta-arrestin recruitment to beta2AR, cell-based reporter; P07550; AID 492947; 330,000 compounds, 0.02% hits;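 also: potency is read from the fitted curve at half-maximal effect; 0% = DMSO controls and full agonism = EC100 isoproterenol or metaproterenol; nearly all actives have a fitted effect of over 65% in size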
# BCR signal inh = inhibitors of chronic active B-cell receptor signaling | AID 493014 | Potency, µM (doses to about 46.1 µM), for the others: at the top dose ratio change, negative = lower green/red ratio, most hits filed as inhibitors | 340,000 compounds, 0.05% hits | ABC-DLBCL IkBa-CBG/CBR reporter, luminescence ratio, 4 h; active = well fitted inhibition curve with a large enough effect in the signal ratio, with a control signal flat, not every such curve was filed as active; inconclusive = small, poorly fitted or top-dose-only effect, or effect the other way, or a change in a side signal; the % refers to the signal ratio;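 also: potency is read from the fitted curve at half-maximal effect; plate controls were basal doxycycline-induced cells for no effect and cells given 10 µM MG132 for full effect; MG132 reads +100%, hits lower the ratio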
#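 TMD8 ABC-DLBCL cells carrying doxycycline-inducible green luciferase fused to IkappaBalpha plus unfused red luciferase were exposed to compounds (up to 46 uM) for 4 hrs at 37C. Activity came from the overlap-corrected green/red luminescence ratio.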
# Giardia kill = kills Giardia lamblia | 340,000 compounds, 0.15% hits | activity change, % at 7.66 µM, hits read low | Giardia lamblia trophozoite viability; in the data active = activity change below about -80%; inconclusive = between about -30% and that limit;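 also: parasites exposed to compound for two days anaerobically before the ATP read; % is scaled to controls: 0 for no effect and ±100 for the full control effect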
#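 Killing of trophozoites was scored by loss of ATP luminescence after a 48 hrs anaerobic exposure to compounds at 37 deg C, using 100 cells per well.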
# GALK inhibitor = galactokinase (human) inhibition; P51570; Purified GALK, Kinase-Glo residual ATP luminescence; Potency, µM (titrated, usually from 57.5 µM), for the others: top-dose activity change, negative = inhibition, actives largely listed as inhibitors; 270,000 compounds, 0.007% hits; AID 1868; also: potency is read from the fitted curve at half-maximal effect; % is scaled to controls: 0 for no effect and ±100 for the full control effect
#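 5 nM enzyme, 35 uM ATP, 100 uM galactose, 20 mM HEPES pH8.0, 5 mM MgCl2; 1 h RT; residual ATP by Kinase-Glo Plus luminescence, qHTS format.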
# Integrin act MD = integrin-mediated muscular dystrophy alleviation activation; alpha7betagal myoblasts, beta-gal FDG fluorescence, 48 h; Potency, µM (highest dose often 38.3 µM), for inactives: top-dose activation, most hits filed as activators; 350,000 compounds, 0.064% hits;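 also: potency is read from the fitted curve at half-maximal effect; 100% = response of the positive control SU9516; nearly all actives have a fitted effect of over 60% in size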
#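 Alpha7betagal+/- myoblasts (passage 13) were plated 16-24 hr, then exposed to compounds (1:260 dilution of DMSO stock) for 48 hours at 37C. After MPER lysis, β-galactosidase reporter activity was read as FDG fluorescence (ex 480/em 540) after 30 minutes.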
# ASM inhibitor = human S-ASM enzyme inhibition | P17405 | placental ASM, HMU-PC fluorogenic substrate, 60 min | Potency, µM (series often up to 57.5 µM), inactives show top-dose activity change, negative = inhibition, usual class: inhibitors | 340,000 compounds, 0.006% hits; also: potency is read from the fitted curve at half-maximal effect
# Target sequence (P17405 47-631 limits assumed): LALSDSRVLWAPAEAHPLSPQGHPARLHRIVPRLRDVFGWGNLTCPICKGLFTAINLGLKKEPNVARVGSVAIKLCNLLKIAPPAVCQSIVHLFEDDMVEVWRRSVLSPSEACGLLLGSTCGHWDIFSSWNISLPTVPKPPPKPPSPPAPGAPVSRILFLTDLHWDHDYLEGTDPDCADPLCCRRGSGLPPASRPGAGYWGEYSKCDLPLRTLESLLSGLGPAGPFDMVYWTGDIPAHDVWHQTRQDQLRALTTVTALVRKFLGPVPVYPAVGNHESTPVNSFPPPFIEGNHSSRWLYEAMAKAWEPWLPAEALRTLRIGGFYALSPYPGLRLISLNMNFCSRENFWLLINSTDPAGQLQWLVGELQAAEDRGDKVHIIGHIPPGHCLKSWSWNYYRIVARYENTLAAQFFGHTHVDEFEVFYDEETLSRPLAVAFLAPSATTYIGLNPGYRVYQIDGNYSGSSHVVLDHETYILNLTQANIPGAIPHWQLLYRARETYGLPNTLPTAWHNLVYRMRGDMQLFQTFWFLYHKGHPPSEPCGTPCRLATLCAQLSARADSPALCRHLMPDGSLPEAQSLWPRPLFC
#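 HMU-PC0 cleavage (9 uM final) by human placental ASM, 60 min at 37 °C following 10 min compound exposure at RT; stopped at pH 10, fluorescence Ex 386/Em 447 nm.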
# Coupling enz = counter-screen for Giardia aldolase inhibitors: coupling enzyme system. 290,000 compounds, 0.67% hits. activity change, negative = inhibition, % at 58.2 µM, hits read low. coupling enzyme system counterscreen, AmpLite Red fluorescence; in the data active = activity change below about -30%; also: % is scaled to controls: 0 for no effect and ±100 for the full control effect
#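 Counterscreen of the coupled detection system alone, without aldolase: glyceraldehyde-3-phosphate coupling enzymes plus AmpLite Red readout. Compounds at 57.5 uM final, 10 min RT preincubation, 20 min RT reaction, fluorescence 525/598 nm.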
# Menin-MLL TR inh = inhibitors of human menin-MLL interaction, mutant MLL peptide; Menin + Texas Red MLL mutant peptide, fluorescence polarization; Potency, µM (series often up to 61.6 µM), without a hit: at the top dose FP activity change, negative = inhibition, most hits filed as inhibitors; 270,000 compounds, 0.23% hits; AID 1768; active = well fitted inhibition curve with a large enough effect in the polarisation, with a control signal flat, not every such curve was filed as active; inconclusive = small, poorly fitted or top-dose-only effect, or effect the other way, or a change in a side signal; inactive = no such curve, though single readings can be large or run the other way; the % refers to the polarisation; also: potency is read from the fitted curve at half-maximal effect; % of control where 0% means no effect; many of its hits are not listed in these tables
# PTAP TSG101 blk = blocks PTAP/TSG101 interaction to inhibit HIV-1 budding; 340,000 tested, under 10 active; AID 493005; Fluorescence polarization, FITC-PTAP peptide / Tsg101 binding; Q99816; Potency, µM (series often up to 115 µM), for inactives: top-dose activity change, negative = inhibition, most hits filed as inhibitors; active = well fitted inhibition curve with a large enough effect in the main read-out, with a control signal flat, not every such curve was filed as active; inconclusive = small, poorly fitted or top-dose-only effect, or effect the other way, or a change in a side signal; inactive = no such curve, though single readings can be large or run the other way; also: potency is read from the fitted curve at half-maximal effect; % of control where 0% means no effect
#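 FP read-out: FITC-PTAP peptide, 50 nM final, binding Tsg101 binding domain, 10 uM final; 20 min, r.t.; 10 mM HEPES pH 7.5, 0.15 M NaCl, 0.01% Tween 20, 3 mM EDTA, 0.1 mM TCEP.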
# PKM2 activator = increases activity of human pyruvate kinase M2. purified PKM2, Kinase-Glo ATP luminescence, activation; response scale: 0% is enzyme alone, no compound. Potency, µM (doses to about 57.5 µM), inactives show top-dose activation, hits mostly activators. 260,000 compounds, 0.34% hits. AID 1631; also: potency is read from the fitted curve at half-maximal effect; % is scaled to controls: 0 for no effect and ±100 for the full control effect; nearly all actives have a fitted effect of over 55% in size
# Target sequence (P14618 whole entry, looked up): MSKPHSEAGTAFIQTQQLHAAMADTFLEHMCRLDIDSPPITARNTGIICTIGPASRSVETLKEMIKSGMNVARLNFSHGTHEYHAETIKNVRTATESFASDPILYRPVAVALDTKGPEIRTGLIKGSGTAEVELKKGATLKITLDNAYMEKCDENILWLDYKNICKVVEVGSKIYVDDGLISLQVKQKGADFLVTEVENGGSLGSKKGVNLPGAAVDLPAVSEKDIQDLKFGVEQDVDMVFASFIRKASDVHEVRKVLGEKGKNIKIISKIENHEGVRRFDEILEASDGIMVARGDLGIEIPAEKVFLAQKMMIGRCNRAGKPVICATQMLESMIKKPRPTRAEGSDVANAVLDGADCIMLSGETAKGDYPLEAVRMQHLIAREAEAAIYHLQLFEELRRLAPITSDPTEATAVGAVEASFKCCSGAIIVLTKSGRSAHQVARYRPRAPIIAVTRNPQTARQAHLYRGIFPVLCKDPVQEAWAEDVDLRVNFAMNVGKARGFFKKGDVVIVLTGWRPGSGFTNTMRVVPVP
#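 ATP formation by purified human PK-M2, quantified via coupled luciferase luminescence after 1 h at room temperature with 0.1 mM ADP and 0.5 mM PEP final.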
# Tb PFK inh = T. brucei PFK enzyme inhibition | O15648 | T. brucei PFK, ADP-Glo luminescence | Potency, µM (titrated, usually from 57.5 µM), for the others: at the highest dose activity, negative = inhibition, usual class: inhibitors | 330,000 compounds, 0.17% hits;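 also: potency is read from the fitted curve at half-maximal effect; 0% = uninhibited 1x PFK enzyme wells and -100% = no-enzyme wells; nearly all actives have a fitted effect of over 60% in size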
#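 ADP-Glo luminescence quantified ADP after 45 min at room temperature, with 1.25 nM T. brucei PFK, 0.1 mM ATP and 0.5 mM fructose-6-phosphate in pH 8.0 TEA buffer. qHTS titrations up to 57 µM; curves classified by quality.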
# Numbers without * were called inactive; ? = inconclusive; · = no result given; [ ] = remark or other dose. Unless noted, calls follow the shape of the dose curve; as a rule, active = well fitted curve in the direction sought with a large enough effect; inconclusive = small, poorly fitted or top-dose-only effect, or another doubt; inactive = no such curve, though single readings can be large; an effect the other way counts as inactive or inconclusive. This is a subset, so the mix of outcomes need not match the whole.
SMILES,PTAP TSG101 blk,PKM2 activator,Menin-MLL TR inh,Coupling enz,BCR signal inh,GALK inhibitor,Tb PFK inh,Giardia kill,Integrin act MD,B2AR arrestin,ASM inhibitor
CCC(=O)N(Cc1c(C)nn(-c2ccccc2)c1Cl)c1ccc(Cl)cc1,-3%,1%,-23%,-1,1%,·,-1%,-20,15%,0.4%,-2%
O=C(CCc1nnc2ccc(NCc3ccco3)nn12)N1CCCCC1,-2%,·,·,·,-6%,0%,-9%,12,-25%,-0.1%,-1%
CCn1c(=O)cc(SCC(=O)N2CCN(C3CCCCC3)CC2)c2ccccc21,0%,2%,-17%,3,?,2%,-5%,1,23%,0.3%,-4%
COc1ccc(Br)cc1C1CC(=O)C(C)C(c2cc(Br)ccc2OC)N1 (stereo not drawn),-4%,·,21%,2,3%,4%,-9%,-11,-43%,-0.2%,-4%
Cc1sc2c(c1C)C(O)=C(C(=O)Nc1ccccc1)S(=O)(=O)N2C,-3%,-14%,·,6,?,3%,-6%,0,-10%,0.0%,6%
NC(=O)CSCc1ccc(Br)cc1,4%,-1%,?,-3,11%,-2%,1%,-4,-5%,-0.1%,3%
Cc1cc(S(=O)(=O)Nc2ccc(C(=O)NCC3(N4CCCCC4)CCCCC3)cc2)ccc1F,-8%,·,·,·,?,·,-6%,-25,-12%,-0.5%,2%
O=C(CSc1nnnn1-c1ccc2c(c1)CCC2)Nc1ccc2c(c1)OCCO2,-13%,-1%,10%,0,0%,3%,3%,25,23%,0.3%,-11%
N/C(=N\c1nc2c(c(=O)[nH]1)CCC2)Nc1cccc2ccccc12,-2%,2%,-13%,0,-1%,-2%,-1%,-9,-8%[7.66 µM],0.5%,-9%
Cc1nn(C(C)(C)C)c(NC(=O)c2ccccc2)c1C#N,-3%,·,15%,-1,?,0%,2%,40[activator],3%,-0.4%,1%
CCc1ccc(S(=O)(=O)ON2C(=O)c3ccccc3C2=O)cc1,-1%,3%,1%,4,?,-1%,1%,-29,-48%[inhibitor],-0.1%,-1%
Cc1c(C(=O)N2CCN(S(=O)(=O)c3cc(F)ccc3F)CC2)oc2ccccc12,-3%,·,·,·,0%,·,-2%,1,5%,0.0%,-7%
O=C(NCc1ccccc1)C12CN(Cc3ccccc3)CC1C(c1ccc([N+](=O)[O-])cc1)=NO2 (stereo not drawn),-6%,-1%,-18%,-3,0%,1%,0%,-9,35%,0.0%,-4%
CCCCOCCCN1CC(=O)N2[C@@H](Cc3c([nH]c4ccccc34)C2(C)C)C1=O,-1%,·,0%,0,-5%,4%,-3%,17,-16%,-1.0%,-1%
COc1ccc(S(=O)(=O)NNC(=O)c2ccccc2-n2cccc2)cc1,0%,6%,-4%,2,3%,2%,3%,-14,14%,0.7%,3%
Cc1cc(C(=O)Nc2ccccc2N2CCOCC2)ccc1[N+](=O)[O-],-1%,10%,-8%,0,-3%,-5%,-4%,-21,2%,0.0%,-2%
CCN(CC)CCN(C(=O)c1cc(Cl)sc1Cl)c1nc2cc3c(cc2s1)OCO3,-1%,6%,?,-6,-12%,-3%,0%,12,-23%,-0.3%,-1%
Cc1cc(C)c(NC(=O)CNC(=O)c2ccc3ncsc3c2)c(C)c1,3%,·,·,·,?,·,6%,2,6%,-0.2%,6%
Cc1ccccc1NC(=O)NC1(C(=O)N2CCC(O)CC2)CCCCC1,1%,·,-1%,-3,1%,-1%,-7%,17,14%,-0.2%,3%
O=C(CCOc1ccccc1)Nc1ccnn1C1CCN(CCc2ccccc2)CC1,-6%,·,-3%,0,0%,2%,2%,21,-10%,-0.9%,1%
CCN=c1scc(C)n1/N=C/c1ccsc1,-6%,-2%,0%,-5,?,8%,1%,5,-8%,0.0%,0%
Cc1ccc(S(=O)(=O)N(C)C)cc1NC(=S)Nc1cccc2ccccc12,-3%,-11%,-4%,-3,-16%,0%,-2%,-12,-6%,-0.6%,1%
Cc1nn(C)c(C)c1CN(Cc1nc(-c2cc(F)ccc2F)oc1C)C1CC1,-4%,-1%,-14%,0,?,5%,-4%,-1,-17%,-1.1%,-1%
CCC(CC)NC(=O)CC(c1ccccc1)c1ccccc1,-2%,-6%,-1%,0,6%,0%,1%,-19,16%,-0.2%,6%
CC(C)(C)[C@H]1CCC(=O)N([C@H](CSc2ccccc2)Cc2ccccc2)CC1,-2%,5%,-2%,3,12%,·,1%,5,-4%,-0.8%,-7%
CN(C)C(=O)c1ccc(NC(=O)COC(=O)Cn2cc(C(F)(F)F)ccc2=O)cc1,-3%,·,·,·,?,·,8%,27,38%,-0.2%,0%
Cc1ccc(N=C2NC(=O)C(CC(=O)O)S2)cc1 (stereo not drawn),3%,-2%,28%,2,-1%,2%,-3%,-12,-2%,-0.4%,-2%
CC(C)c1ccc(C(=O)OC2CCOC2=O)cc1 (stereo not drawn),-5%,-3%,-27%,1,?,8%,8%,-5,?,0.0%,2%
COc1ccccc1-n1cnnc1SC(C)C(=O)NCC1CCCO1 (stereo not drawn),0%,·,·,·,0%,·,-1%,41[activator],11%,-0.1%,-1%
COc1ccc(C(=O)OC(C)C(=O)Nc2cc(C(F)(F)F)ccc2Cl)c(OC)c1OC (stereo not drawn),-4%,-2%,-15%,1,5%,1%,-6%,-1,0%,5.8%,2%
COC(=O)c1c(O)c2c([nH]c1=O)CCCC2,-2%,-1%,5%,0,-1%,2%,0%,-16,-7%,0.0%,0%
CC(C)CCOC(=O)/C(=C/c1ccco1)NC(=O)/C=C/c1ccccc1,-1%,5%,-1%,5,0%,0%,-6%,-15,1%,-0.7%,-1%
c1ccc(Nc2ncnc3c2oc2ccccc23)cc1,-6%,1%,-13%,0,·,3%,·,11,-15%,·,-2%
O=C(CNC(=O)c1cccs1)N/N=C/c1ccc(Cl)cc1,0%,-3%,4%,2,-7%,16%,-9%,-21,12%,0.2%,-4%
Cc1cccc(NC(=O)[C@H](NC(=O)[C@@H]2Cc3ccccc3CN2)c2ccccc2)c1,3%,·,·,·,?,0%,-3%,18,-12%,-0.8%,-3%
O=C(NCc1ccc(F)cc1)N1CCN(C(=O)c2ccccc2)CC1,-1%,·,·,·,0%,·,-5%,2,20%,0.2%,3%
CCOC(=O)C1CCCN(CC(=O)/C=C2/N(C)c3ccccc3C2(C)C)C1 (stereo not drawn),1%,4%,-9%,0,0%,7%,3%,1,-50%[inhibitor],-0.3%,88%[activator]
CCOC(=O)c1ccc(NC(=O)N2CCN(CCc3ccccc3)CC2)cc1,-7%,-2%,0%,1,?,2%,0%,15,3%[7.66 µM],0.5%,5%
Cc1cccc(N2CC(C(=O)OCc3ccc([N+](=O)[O-])cc3)CC2=O)c1 (stereo not drawn),0%,-3%,0%,3,2%,0%,-2%,-6,8%,-0.5%,5%
COc1ccccc1OCC(=O)Nc1cc(Cl)ccc1Oc1ccccc1,0%,5%,16%,14,12%,-4%,8%,16,-5%,0.1%,4%
Cc1ccc(C)c(OCC(=O)Nc2ccc(S(=O)(=O)Nc3ccccn3)cc2)c1,-4%,3%,-6%,2,4%,2%,-1%,3,-7%,0.0%,-2%
COc1ccccc1C(=O)COC(=O)/C=C/c1ccccc1,0%,-4%,·,·,?,-10%,1%,4,20%,-0.3%,3%
O=C(CCCO)NNc1c2ccccc2nc2ccccc12,-4%,2%,·,0,1%,-4%,1%,-10,-15%,-1.2%,57%[activator]
CC(C)OC(=O)C1Cc2ccccc2CN1S(=O)(=O)c1cccs1 (stereo not drawn),3%,4%,18%,0,-6%,-1%,-23%,6,-1%,0.1%,0%
N/C(CC(=O)Nc1ccc(F)cc1)=N\O,0%,-6%,8%,1,-11%,2%,-2%,3,-5%,-0.5%,0%
CCOc1ccc(CCNC(=O)CCc2c(C)nc3ncnn3c2C)cc1OCC,-7%,-8%,3%,0,0%,-1%,3%,-16,-22%,-0.3%,1%
Cn1c(SCC(=O)NNC(=O)Cc2ccccc2)nnc1-c1ccc(Cl)cc1,-8%,-3%,6%,1,-3%,0%,-3%,8,16%,0.0%,3%
COc1ccc(NC(=O)CN2C(=O)c3cccc4cccc2c34)cc1OC,-9%,-8%,17%,0,14%,-4%,-8%,-4,19%,-0.2%,12%

# Screening data: PubChem, National Center for Advancing Translational Sciences (NCATS)
